PG9 Ab binder: small molecules binding HIV-1 gp120 antibody PG9; TR-FRET gp120-PG9 antibody binding; inhibition, % at 6.7 µM; actives 0.43% (n = 360,000); AID 624416; in the data active = inhibition above about 8.5%
rCAG binder: r(CAG) repeat RNA binding | TO-PRO-1 dye displacement fluorescence | inhibition, % at 3 µM | actives 1.3% (n = 370,000) | AID 651821;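 active = inhibition above the plate cutoff, the mean of all test compounds on that plate plus 3 SD, cut at about 35% in these data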;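 note: 0% = DMSO alone and 100% = 100 µM mitoxantrone as full dye displacement; higher means more dye released from RNA so lower well fluorescence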
TCR CD3 inh: blocks the human TCR-CD3 interaction | TAMRA-labeled TCR probe fluorescence, biochemical | AID 651800 | actives 0.37% (n = 360,000) | inhibition, % at 9.4 µM; in the data active = inhibition above about 19%;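 note: recombinant mutant TCR 2C K166C tagged with TAMRA read by polarization; 0% = receptor in buffer alone and 100% = receptor with positive control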
NR1D1 modulator: modulators of human Rev-erb alpha DNA binding; P20393; Rev-erbα–FITC-DNA binding, fluorescence polarization, 90 min; activity, % at 10 µM; actives 0.79% (n = 370,000);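 active = activity above about 14%, limit read from the data; passing the limit was not always enough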;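 note: 0% = DMSO wells with 35 nM protein and 100% = DMSO wells with 750 nM protein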
LEDGF integ inh: blocks HIV-1 LEDGF/p75-dependent DNA integration | actives 0.64% (n = 370,000) | inhibition, % at 3.7 µM | TR-FRET IN-LEDGF/p75 DNA integration, Eu/Cy5;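 active = inhibition above the screen-wide mean plus 3 SD, cut at about 13% in these data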;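 note: signal is the Cy5 over europium emission ratio at 671 and 618 nm; 0% = plate median of compound wells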
SIAE primary: human SIAE inhibition, primary screen | AID 1053197 | inhibition, % at 9.66 µM | Q9HAT2 | SIAE FP-Rh probe binding, fluorescence polarization | actives 0.69% (n = 370,000);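 active = inhibition above a cutoff: mean of compounds within the control limits plus 3 SD of those, cut at about 17% in these data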;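 note: 0% = plate median of compound wells and 100% = probe without SIAE protein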
PRMT1 inh: PRMT1 (human) inhibition, primary screen; inhibition, % at 2.79 µM; recombinant PRMT1, activity-based probe fluorescence polarization; Q99873; actives 1.3% (n = 370,000);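 active = inhibition above about 21% made by adding two undisclosed values, limit read from the data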
Target sequence (Q99873 whole entry, looked up): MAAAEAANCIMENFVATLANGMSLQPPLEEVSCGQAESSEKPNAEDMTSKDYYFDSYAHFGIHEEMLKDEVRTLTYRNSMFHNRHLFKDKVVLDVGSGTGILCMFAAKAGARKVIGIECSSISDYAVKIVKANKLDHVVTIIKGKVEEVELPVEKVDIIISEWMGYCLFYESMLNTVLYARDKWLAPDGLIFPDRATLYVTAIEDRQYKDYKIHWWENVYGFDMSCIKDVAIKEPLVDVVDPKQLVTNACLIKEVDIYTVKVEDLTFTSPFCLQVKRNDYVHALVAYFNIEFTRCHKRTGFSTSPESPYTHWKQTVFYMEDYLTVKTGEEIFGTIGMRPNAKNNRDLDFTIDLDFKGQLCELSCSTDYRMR
HTRA1 inhibitor: HTRA1 (human) protease inhibition; Q92743; recombinant HTRA1, FP-rhodamine activity-based probe, fluorescence polarization; actives 0.5% (n = 340,000); AID 504803; inhibition, % at 5.96 µM; in the data active = inhibition above about 36%;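 note: 0% = enzyme with DMSO and 100% = wells lacking enzyme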
Target sequence (Q92743 whole entry, looked up): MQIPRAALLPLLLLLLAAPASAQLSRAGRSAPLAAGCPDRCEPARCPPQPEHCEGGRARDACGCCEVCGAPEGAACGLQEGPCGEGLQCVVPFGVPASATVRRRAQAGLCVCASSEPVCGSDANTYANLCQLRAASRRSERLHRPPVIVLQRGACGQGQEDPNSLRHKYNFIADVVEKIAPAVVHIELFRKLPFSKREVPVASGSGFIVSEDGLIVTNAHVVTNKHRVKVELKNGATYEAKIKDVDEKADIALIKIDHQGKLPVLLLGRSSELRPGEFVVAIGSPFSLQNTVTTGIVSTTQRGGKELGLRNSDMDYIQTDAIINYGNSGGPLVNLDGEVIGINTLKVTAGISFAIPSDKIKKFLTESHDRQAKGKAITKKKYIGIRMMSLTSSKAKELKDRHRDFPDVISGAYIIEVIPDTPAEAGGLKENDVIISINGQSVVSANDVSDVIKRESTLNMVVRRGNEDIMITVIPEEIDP
ABHD4 inh: ABHD4 (mouse) inhibition, primary FP screen; actives 0.54% (n = 370,000); Q8VD66; purified mABHD4, FP-Rh probe fluorescence polarization; inhibition, % at 8.92 µM;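 active = inhibition exceeding the mean over every tested compound plus 3 SD, cut at about 30% in these data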;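 note: 0% = plate median of compound wells and 100% = S159A mutant with DMSO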
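Test system: mouse ABHD4 enzyme, wild type. Reagent: FP-Rh fluorescent activity-based probe, added after compound pre-incubation. Timing: pre-incubation 45 min, probe exposure 60 min, at 25 °C. Technique: FP readout, ex 525 nm / em 598 nm. Benchmarks: high control S159A mutant with DMSO, low control median of compound wells.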
TDP2 absorb: blocks human TDP2 phosphodiesterase activity. O95551. recombinant TDP2, T5PNP hydrolysis, p-nitrophenol absorbance 415 nm. inhibition, % at 12.8 µM. actives 0.34% (n = 370,000);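 active = inhibition above the mean of all tested compounds plus 3 SD, set per campaign, cut at about 25% in these data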;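 note: 0% = DMSO with enzyme and 100% = buffer with substrate but no TDP2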
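System: recombinant human TDP2 / Amount: 120 nM TDP2 per well / Also added: 5 mM T5PNP chromogenic substrate / Doses: 12.8 µM single point, 1% DMSO / Incubation: 2 h at 37 °C / Detection: p-Nitrophenol epi absorbance / Evaluation: % inhibition relative to enzyme-containing and enzyme-free wells / Repeats: singlicate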
An asterisk follows results filed as active; . = no result given; & = joins results of further samples.

The line under a structure holds: PG9 Ab binder	rCAG binder	TCR CD3 inh	NR1D1 modulator	LEDGF integ inh	SIAE primary	PRMT1 inh	HTRA1 inhibitor	ABHD4 inh	TDP2 absorb
> CC(=O)NC(c1ccc(Cl)cc1)c1ccc2cccnc2c1O (stereo not given)
→ -1.1	2	-2	10	3	17*	0	46*	13	-3
> CCCCOP(=O)(OCCCC)C(O)c1ccc(Br)cc1 (stereo not given)
→ -4.4	-5	-4	6	5	-8	-2	-2	-13	-19
> CCc1ccc(N(C(=O)CNC(=O)c2ccco2)C(C(=O)NC2CCCC2)c2cccnc2)cc1 (stereo not given)
→ -1.0	-2	1	0	-3	5	8	1	-17	2
> CCOC(=O)Cc1ccc2sc(-c3ccccc3)nc2c1
→ 0.3	-1	-4	-2	-2	0	-1	-17	-15	-1
> CC(C)(C)C1CCc2onc(C(=O)Nc3ccc(F)cc3F)c2C1 (stereo not given)
→ 0.2	-3	7	-1	2	-3	2	1	-1	15
> COc1ccc(CCNC(=O)C2CCN(S(=O)(=O)N3CC(C)CC(C)C3)CC2)cc1OC (stereo not given)
→ 1.4	-8	-7	5	-3	-8	2	1	3	-1
> COC(=O)[C@]12C[C@H](CC(=O)NCCCCc3ccccc3)C(=O)N(Cc3ccc4c(c3)OCO4)C1=C[C@H](COCc1ccccc1)O[C@@H]2C
→ 1.8	7	2	1	1	-8	-1	.	-12	3
> COc1cc2c(cc1NC(=O)C(c1ccccc1)c1ccccc1)CCCC2
→ -1.0	3	3	3	-2	-4	2	-45	-13	-1
> CCOc1ccc(NC(=O)CN2C(=O)NC(CCSC)C2=O)cc1 (stereo not given)
→ 1.1	-4	-4	-3	0	0	-6	5	-1	-3
> O=C1C(NC(=O)N2c3ccccc3C=Cc3ccccc32)CCCCN1Cc1cccc(C(F)(F)F)c1 (stereo not given)
→ .	0	.	-1	3	-1	0	.	-14	-1
> COc1cccc(C(=O)Nc2ccc3c(c2)OC[C@H](C)N(C(=O)C2CCCC2)C[C@@H](C)[C@@H](OC)CN(C)C3=O)c1
→ -1.2	5	-8	1	4	-4	5	.	-7	-10
> Fc1ccc(C2CCCN2Cc2nc(CC3CC3)no2)cc1 (stereo not given)
→ -1.6	-1	-1	5	5	-2	-3	-1	-2	-14
> CC(NC(=O)C1CCC(CNS(=O)(=O)c2ccc3c(c2)C(C)(C)C(=O)N3C)CC1)c1ccccc1 (stereo not given)
→ 0.7	1	2	2	2	1	1	-1	6	-1
> CCOC(=O)C(=O)N1CCC(C(=O)OCC)CC1
→ -2.1	0	3	1	0	4	-1	8	6	11
> NNC(=O)c1cccc(COc2ccc3c(c2)CCC3)c1
→ -0.8	11	7	1	4	6	-2	-5	-12	6
> O=[N+]([O-])c1cc([N+](=O)[O-])c(Oc2c(Cl)cccc2Cl)cc1NN1CCCCC1
→ -0.7	2	-2	7	0	2	-2	9	-1	4
> O=S1(=O)C=C(SCc2ccc(Cl)c(Cl)c2)Nc2ccccc21
→ -1.1	8	-3	3	2	-25	0	-34	-45	-7
> COCc1[nH]nc2c1C(c1ccc(F)cc1)N(c1ccccc1)C2=O (stereo not given)
→ 1.1	4	-6	-4	3	3	-3	.	-4	-2
> COCC(=O)Nc1cc(C)cn(Cc2ccc(F)cc2)c1=O
→ 2.2	0	0	0	0	1	2	5	5	3
> COc1ccc(C2CC(c3ccccc3)=NN2C(=O)CSc2ncn[nH]2)cc1 (stereo not given)
→ 0.4	2	-6	2	-4	-9	10	-17	-24	-15
> COc1ccc(OC)c(-c2cc(C(=O)N/N=C/c3ccc(F)cc3)c3ccccc3n2)c1
→ -2.3	7	-3	-5	-4	-18	4	.	-23	-12
> O=C(CN1CCN(C(=O)CNC(=O)c2ccc(-c3ccccc3)cc2)CC1)Nc1ccccc1Cl
→ -1.2	4	-1	-5	-9	-4	3	-26	-4	-7
> O=C(Oc1ccc(C(=S)N2CCOCC2)cc1Br)c1cc(Cl)ccc1Cl
→ 0.8	1	-5	-1	-1	3	1	-12	5	6
> CCN(CC)C(=O)C1=C(C)N(Cc2ccc(F)cc2)C(=O)C(CC(=O)NCc2ccco2)C1 (stereo not given)
→ -0.3	1	1	-7	1	-4	-4	3	-2	-8
> COP(=O)(CN(Cc1ccccc1)C(=S)Nc1c(C)cccc1C)OC
→ -2.0	-3	-13	-2	-5	-7	8	3	-8	-9
> COc1ccc(N2CCCn3c2nc2c3c(=O)n(CCc3ccccc3)c(=O)n2C)cc1
→ 0.7	2	3	-5	3	5	-1	2	2	-3
> COCCCN1CC(=O)N2C(c3cccc(OC)c3OC)c3[nH]c4ccccc4c3C[C@H]2C1=O (stereo not given in full)
→ -3.6	-4	-8	-1	4	-2	-3	3	-8	-16
> N#Cc1cccc(NC(=O)CNC(=O)Cc2ccccc2)c1
→ -1.9	-1	3	-7	2	-5	0	-1	4	-2
> COC(=O)c1ccc(-c2ccc3c(c2)[C@]2(CCC[C@@H](OCc4ccccc4)[C@@H]2NC(=O)CCc2ccccc2)C(=O)N3Cc2ccccc2)cc1
→ .	9	.	6	1	-10	-2	.	-4	9
> Fc1cccc(F)c1Cn1ccc2ccc(-c3ccc4ccn(Cc5c(F)cccc5F)c4c3)cc21
→ .	4	.	5	2	-1	-1	.	4	1
> COCCNC(=O)c1onc(CSc2cc(C)cc(C)c2)c1C(=O)NCCOC
→ -0.5	-5	-6	-2	0	-6	4	-3	-13	-18
> O=c1[nH]c2ccc(Cl)cc2c(O)c1Cc1ccccc1
→ 9.0*	1	-5	4	2	9	-2	3	-3	-1
> Cc1ccc(N(C(=O)Cn2nnc(-c3ccc(F)cc3)n2)C(C(=O)NC(C)(C)C)c2ccncc2)cc1 (stereo not given)
→ -1.0	-1	0	6	2	-1	-4	-4	4	14
> CNc1nc(-c2ccc3c(c2)CCN3C(=O)c2ccccc2F)c(C)s1
→ 2.8	15	10	4	0	3	4	-12	4	3
> CCOP(=O)(c1c(F)c(F)c(F)c(F)c1F)C1(O)CCCCC1 (stereo not given)
→ -1.0	-3	-6	-2	-1	1	-2	1	9	1
> COc1ccc(CCC(=O)NCC2CCCCC2)cc1OC
→ -3.3	2	1	-6	4	-13	-5	-4	-3	-13
> Cc1cc(C(C)(C)C)c(O)c(C)c1CC1=NCCN1
→ -0.8	1	-2	1&2	0	1	-1	6	4	1
> O=C(CCCCCn1c(=O)[nH]c2ccsc2c1=O)NCc1ccc(F)cc1
→ 4.2	-2	-6	-4	3	-3	1	1	-4	-3
> CCOC(=O)C(Cc1ccc(OC)c([N+](=O)[O-])c1)NC(=O)CCC(=O)Nc1ccc(C)cc1 (stereo not given)
→ 0.3	0	-7	-2	5	5	6	0	-9	-3
> COc1ccc(S(=O)(=O)N(C)CC(=O)Nc2ccccc2C(F)(F)F)cc1OC
→ 0.0	0	0	10	-1	3	-2	-3	2	-4
> CC1CC(C)CN(C(=O)COC(=O)c2ccc3c(c2)OCCO3)C1 (stereo not given)
→ -0.1	1	1	5	-1	0	1	2	-4	-1
> Cc1[nH]c(=O)c(C#N)c(C)c1Br
→ -0.8	0	4	-3	-3	2	-3	-1	-9	-1
> CC(=O)c1ccc(N2CCN(S(=O)(=O)c3cccc4nsnc34)CC2)cc1
→ -3.4	-1	6	-1	-1	-12	-1	2	-11	-23
> CCOc1ccccc1CNC(=O)C1CCCN(c2nnc(C)c3c(C)n(-c4ccccc4)nc23)C1 (stereo not given)
→ -2.7	-9	4	3	1	-10	-10	-6	-8	2
> CN(C1(C)CCS(=O)(=O)C1)S(=O)(=O)c1ccc2ccccc2c1 (stereo not given)
→ 0.9	-5	1	-3	-2	-4	-1	-4	3	-1
> O=C(c1cc([N+](=O)[O-])ccc1N1CCOCC1)N1CCN(c2ccccc2)CC1
→ -3.2	-6	5	1	-2	2	-5	-3	5	4
> CC1CCCCN1C(=O)CSc1nnc(-c2ccco2)o1 (stereo not given)
→ 0.7	5	-2	6	-1	5	0	1	1	-11
> CCOC(=O)N1CCN(S(=O)(=O)c2ccc(F)c(C(=O)Nc3cccc(Cl)c3C)c2)CC1
→ -0.1	3	-7	1	3	-1	-1	-6	-3	-14
> COc1ccc(CC(=O)Nc2nc(-c3ccccc3)c(C(C)=O)s2)cc1OC
→ -3.1	4	-3	2	0	-7	2	-17	1	-15
> Cc1cc(C)n(-c2nc3ccccc3nc2N2CCOCC2)n1
→ -2.2	2	0	-5	4	-3	-9	-5	-2	-8
> Cc1c(NC(=O)c2ccc(-c3cccc([N+](=O)[O-])c3)o2)c(=O)n(-c2ccccc2)n1C
→ -0.5	0	-4	-1	-4	-6	3	14	2	-5
> Cc1c(NC(=O)Nc2cccc(C#N)c2)c(=O)n(-c2ccccc2)n1C
→ -0.5	6	-3	-2	-3	1	2	9	-3	2
> CC(C)(C)NS(=O)(=O)c1ccc(OCC(=O)NCc2ccco2)cc1
→ -2.3	-4	-1	-5	-3	-1	-2	2	4	14
> Cc1ccc(Oc2ccc3c(c2)C(=O)N(c2cccc4cccnc24)C3=O)cc1
→ -0.5	3	-3	0	3	-4	8	-6	9	-7
> COc1ccc2c(CCNC(=O)c3ccco3)c[nH]c2c1
→ -1.5	3	-4	-2	-1	7	2	-4	1	-2
> Oc1ccc(Br)cc1CN1CCCCCCC1
→ -2.3	-2	0	2	0	7	-2	4	-2	-1
> COc1cccc(-c2nnc(N(C)C(=O)c3ccno3)s2)c1
→ 0.6	-2	1	0	1	2	-2	.	8	10
> Cc1noc(C)c1COc1ccc(C(=O)O)cc1
→ -0.9	-4	0	-3	1	-7	-2	3	-4	-7
> O=C(NNS(=O)(=O)Cc1ccccc1)c1ccc([N+](=O)[O-])cc1
→ 0.1	4	3	0	6	12	-4	3	8	7
> CC(C)C[C@H]1CN([C@@H](Cc2ccc(O)cc2)CN2CCC[C@H]2CN2C(=O)C(=O)NC[C@@H]2Cc2ccccc2)C(=O)C(=O)N1CC1CCCCCC1
→ -2.0	7	0	3	-2	2	1	.	4	5

An excerpt from above, limited to TDP2 absorb and HTRA1 inhibitor.
| Structure | TDP2 absorb | HTRA1 inhibitor |
| --- | --- | --- |
| CC1CCCCN1C(=O)CSc1nnc(-c2ccco2)o1 (stereo not given) | -11 | 1 |
| CCOC(=O)N1CCN(S(=O)(=O)c2ccc(F)c(C(=O)Nc3cccc(Cl)c3C)c2)CC1 | -14 | -6 |

(continued)
The line under a structure holds: PG9 Ab binder	rCAG binder	TCR CD3 inh	NR1D1 modulator	LEDGF integ inh	SIAE primary	PRMT1 inh	HTRA1 inhibitor	ABHD4 inh	TDP2 absorb
> CC(C)c1onc(C(=O)N2CCCCCC2)c1[N+](=O)[O-]
→ 0.2	1	-6	5	4	-2	-1	-3	2	-25
> C=CC[C@]12C=C(OC)C(=O)C=C1O[C@@H](c1ccc3c(c1)OCO3)[C@H]2C
→ 2.0	-1	1	-4	2	4	3	-9	7	-4
> N#C/C(=C\c1c(N2CCCCCC2)nc2ccccn2c1=O)C(N)=O
→ 0.6	1	7	7	-2	-1	1	0	-1	1
> C(=N\Nc1cc(N2CCCCC2)ncn1)/c1ccco1
→ -2.4	-4	-2	-3	-3	-1	3	-2	6	5

Source: PubChem BioAssay (several laboratories)

Only part of the results is shown; count on the stated rates, not on these rows.
